Dynein cargo inh: inhibitors of GR-EGFP nuclear translocation, primary screen, dynein cargo transport inhibitor project, imaging, high-content, 3617.4 mouse cells | 0.47% of 220,000 active | test concentration mostly 20 µM; stimulated with dexamethasone, 1 µM; hits give low values | AID 1381, 2008 | z-score, hits read low;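 active = plate z-score of nuclear minus cytoplasmic receptor signal below a set negative limit, without overly bright fluorescence or cell loss, cut at about -3.5 in these data, passing the limit was not always enough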;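 note: z-score of nuclear minus cytoplasmic ring GR-EGFP intensity difference per well; some compounds called inactive have numbers as strong as hits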
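Buffer or medium: Induction medium lacking tetracycline, stripped serum | Also added: Dexamethasone agonist, 1.0 µM final, for 30 min | Timing: 48 h induction, 1 h compound, 30 min dex at 37 °C | Detection: Formaldehyde fixation, Hoechst nuclear stain, 10x automated fluorescence imaging | Measure: Nuclear versus cytoplasmic GR-EGFP signal, averaged per well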
NOD1 inhibition: NOD1 signaling inhibitors, primary screen, cell-based, luminescence, uHTS (AID 1578); NOD1-driven NF-kB luciferase reporter cells, luminescence; higher % means a stronger effect; 1% of 290,000 active; inhibition, % at 4 µM, or EC50 in µM where a hit was titrated; in the data active = inhibition mostly above about 36%, no sharp cut-off; inactive = mostly below about 34%;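 note: HEK-293T reporter cells stimulated with the NOD1 agonist gamma-tri-DAP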
Autophagy mod: autophagy modulators in MEF cells, primary screen, imaging, high-content, MEF GFP-LC3; MEF GFP-LC3 puncta imaging; test concentration mostly 10 µM; calls only at 10 µM (by protocol); 0.98% of 190,000 active;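 active = percentage of spot-positive cells more than 3 SD above its plate mean, without a fluorescence outlier flag or 80% toxicity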;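 note: spot-positive cell cutoff set from DMSO-treated cells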
bCat nuc transl: modulators of beta-catenin nuclear translocation, primary screen, imaging, HeLa cells, immunofluorescence, high-content; nuclear translocation activity, % at 5 µM; 0.3% of 190,000 active; AID 1665, 2009;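 active = nuclear translocation activity above 50% at 5 µM, with a well cell count of 50 or more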;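 note: per-cell ratio of nuclear to cytoplasmic median beta-catenin stain intensity; plate controls were DMSO negative control for no effect and GSK-3 inhibitor IX positive control for full effect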
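Test system: human HeLa cells, native beta-catenin. Compound dosing: 5 µM primary single dose, 0.1% DMSO, 0.02–20 µM confirmation series. Incubation: compound exposure 24 h at 37°C. Detection: beta-catenin immunostaining with DAPI counterstain, 20x imaging, 6 fields/well. Read-out basis: Nuclear/cytoplasmic beta-catenin signal ratio, % activation.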
Yfh1-depleted yeast: enhancers of respiration in Yfh1-depleted yeast, dose response, Friedreich's ataxia, plus single-dose screen (AID 1465); 0.074% of 220,000 active; fold induction at 50 µM, or EC50 in µM where a hit was titrated; S. cerevisiae Yfh1-off respiration, WST-1 reduction, 72 h; higher fold induction means a stronger effect;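 active = fold induction of absorbance versus untreated yeast above a set limit, then at least 30% activation at any dose in follow-up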;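 note: activators that raise dye reduction in frataxin-depleted yeast; strong numbers were not always called active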
Insulin prom up: insulin promoter activators in MIN6 cells, imaging, high-content screening, mouse beta cells | 0.3% of 190,000 active | z-score at 5 µM | MIN6 insulin promoter-GFP reporter; hits give high values;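 active = z-score above 3 at 5 µM with at least 500 cells counted in the well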
MT stabilizer: microtubule stabilizers in HeLa cells, primary screen, imaging, high-content imaging | HeLa tubulin immunostaining HCS, 24 h; share of cells brighter than vehicle mean+2SD | % tubulin-high responders, % at 10 µM | 0.83% of 200,000 active;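 active = plate Z-score above 3 for both tubulin-high and condensed-nucleus cell shares, with cell loss under 80%, at 10 µM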;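 note: anti alpha tubulin signal scored within the nucleus-defined area of each cell; some results filed as inactive read as strong as hits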
M17LAP inhibition: P. falciparum M17LAP inhibitors, primary screen, biochemical, fluorogenic H-Leu-NHMec substrate, 1536-well (AID 1619); inhibition, % at 30 µM; hits with a dose series show IC50 in µM; recombinant M17LAP, H-Leu-NHMec fluorogenic kinetic assay; higher % means a stronger effect; Leucine aminopeptidase (Plasmodium falciparum (isolate 3D7)); 0.38% of 220,000 active;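 active = compound inhibiting the enzyme by more than half at any dose during confirmatory dose-response retesting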;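 note: plate controls were full reaction with DMSO carrier for no effect and no enzyme background for full effect; strong numbers were not always called active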
HEK293 NOD2/NF-kB: NOD2 signaling inhibitors, cell-based, luminescence, uHTS, HEK293 (AID 1566) | HEK293 NOD2/NF-kB luciferase reporter, luminescence; higher % means a stronger effect | one-dose inhibition, % at 4 µM; EC50 in µM for titrated hits | 0.63% of 290,000 active; in the data active = inhibition above about 50%; note: many of its hits are not listed in these tables
Dynein cargo inh cytoplasmic EGFP: further read-out of Dynein cargo inh, marked with its call; z-score; measured here: cytoplasmic GR-EGFP intensity; hits give high values
Dynein cargo inh nuclear GR-EGFP: recorded beside Dynein cargo inh, whose call it bears; z-score; measured here: nuclear GR-EGFP intensity;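 lower value marks the stronger effect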
Dynein cargo inh cell count: second read-out of Dynein cargo inh, no call of its own (marks repeat the call); z-score; measured here: cell count per field
Insulin prom up cell count: also measured in Insulin prom up; calls as there; cell count; measured here: cytotoxicity, nuclei count;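 total cells summed across four imaged fields per well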
bCat nuc transl cell count 5 µM: recorded beside bCat nuc transl, whose call it bears; cell count; measured here: cell count, cytotoxicity flag
MT stabilizer Hoechst-high %: second read-out of MT stabilizer, no call of its own (marks repeat the call); % Hoechst-high responders; measured here: nuclear condensation Hoechst responders;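 share of cells brighter than vehicle mean plus two SD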
MT stabilizer cytotoxicity %: also measured in MT stabilizer; calls as there; toxicity, %; measured here: cytotoxicity by cell density;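 0% = mean cell density of plate MIN control wells and 100% = no cells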
Autophagy mod cell loss 18 h: second read-out of Autophagy mod, no call of its own (marks repeat the call); toxicity, %; measured here: cell loss, nuclei count;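 cell loss after 18 h compound exposure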
* hit, by the source's call; i = inactive; x = no result given; ! = not active in a repeat. A portion of the library. The share of hits here may be higher or lower than overall.

SMILES	Dynein cargo inh	Dynein cargo inh cytoplasmic EGFP	Dynein cargo inh nuclear GR-EGFP	Dynein cargo inh cell count	NOD1 inhibition	Autophagy mod	Autophagy mod cell loss 18 h	bCat nuc transl	bCat nuc transl cell count 5 µM	Yfh1-depleted yeast	Insulin prom up	Insulin prom up cell count	MT stabilizer	MT stabilizer Hoechst-high %	MT stabilizer cytotoxicity %	M17LAP inhibition	HEK293 NOD2/NF-kB
Cc1ncc(CN2CCCC(C(=O)c3cccc(Cl)c3)C2)s1 (centres undefined)	-0.594	-0.253	-0.515	1.09	-9.0%	i	2.8	-3.1	1102	i	-0.39	1622	1.5	2.9	6.1	9.9%	32.4%
CN1OC[C@@H]2COc3ccc4ccccc4c3[C@@H]21	2.25	-0.162	1.77	-1.92	-22.0%	i	-4.2	-0.2	1190	i	-0.04	1410	2.6	2.1	0.2	-3.9%	7.4%
Cc1cccc(CN2CCN(CC(=O)N3CCC4(CC3)OCCO4)C2=O)c1	1.16	-0.463	0.488	0.000664	-4.2%	i	2.5	x	x	i	-0.42	937	0.5	0.9	17.0	16.2%	10.2%
Cc1ccc(N2C(=O)NC(=O)/C(=C\c3ccc(N4CCOCC4)cc3)C2=O)cc1	0.345	-0.244	0.0527	-0.33	-31.6%	i	-6.9	x	x	i	0.79	1256	2.0	3.2	11.3	35.7%	7.9%
OC1(c2cccnc2)CC2CCC(C1)N2Cc1nnnn1Cc1ccccc1 (centres undefined)	-1.14	0.0387	-0.174	0.547	15.3%	i	-2.9	-0.5	782	x	-0.76	1151	3.1	2.7	12.6	-15.8%	12.0%
CCCCC12CNCC(C)(CNC1)C2=O	-0.284	-0.2	0.136	-0.407	-38.9%	i	-3.2	-0.4	1057	i	-0.14	2063	2.6	1.9	1.5	-3.6%	-1.1%
CN(C)P1(N(C)C)=Nc2c(c(N)nn2C)C(c2ccccc2)=N1	-1.21	-0.311	-0.561	0.502	10.3%	i	-22.5	-5.0	939	i	0.51	972	2.3	0.9	3.2	9.6%	4.5%
CN(C)C(=O)Nc1cccc(OC(=O)N(C)C)c1	3.25	-0.0734	2.91	-2.63	-16.8%	i	6.4	0.6	998	i	0.67	1228	2.6	0.2	55.8	6.6%	6.6%
Cc1oc2ccc(OC(=O)N(C)C)cc2c1C(=O)OC(C)C	0.321	-0.236	0.18	0.352	-14.3%	i	-7.1	1.4	1060	i	-0.59	1813	3.1	2.5	4.5	4.3%	4.6%
Cc1ccccc1C1=NCC(=S)Nc2ccc(Cl)cc21	-0.405	0.0885	0.164	0.795	20.3%	i	-4.4	0.7	1016	i	x	x	2.7	1.5	6.4	7.0%	-13.6%
O=C(C1CC(=O)N(c2ccc(F)c(Cl)c2)C1)N1CCC2(CC1)OCCO2 (centres undefined)	0.0836	-0.133	0.0708	0.616	9.2%	i	14.6	-0.4	1389	i	-0.15	1641	1.0	1.7	10.3	17.2%	18.6%
Cc1cccc(-n2ncc3c(N(C)C4CCCCC4)ncnc32)c1	-0.532	-0.694	0.0359	0.167	9.93µM*!	x	x	0.0	1193	i	0.05	873	x	x	x	-8.0%	72.3%*
CN(C)C(=O)Oc1cccc(NC(=O)N2CCOCC2)c1	-0.811	-0.242	-0.217	0.0635	-12.0%	i	-10.5	-0.9	1171	i	-0.04	1173	2.6	1.9	5.7	4.3%	8.9%
O=C(O)[C@H]1C[C@@H]1[C@H](NP(=O)(c1ccccc1)c1ccccc1)c1ccccc1	1.42	-0.306	0.983	0.544	-20.5%	i	-0.5	1.1	484	i	-0.98	581	1.9	1.7	9.9	7.2%	-6.0%
Nc1ccc(Cl)cc1C(=O)c1ccccc1Cl	-0.759	0.971	-0.565	0.552	-17.4%	i	-12.3	2.0	942	i	0.06	1361	3.5	3.5	2.6	-8.7%	20.2%
O=C1NC(=O)C2(Cc3c(nc4ccccn4c3=O)N3CCCCCC32)C(=O)N1Cc1ccccc1 (centres undefined)	-0.831	-0.204	-0.207	0.774	-26.8%	i	8.1	-5.2	1075	i	-0.36	1165	4.4	2.9	9.3	-8.7%	7.9%
COc1ccc(CN2C(=O)NC(=O)/C(=C/c3ccoc3)C2=O)cc1	-0.486	-0.236	-0.279	0.694	-2.8%	x	x	-1.5	1308	i	0.47	1095	x	x	x	23.3%	-0.9%
CC(=O)N1CCN(c2ccc(N=Cc3c(O)n(-c4ccc(Cl)cc4)c(=O)[nH]c3=O)cc2)CC1	-0.259	-0.0863	-0.27	0.396	3.6%	i	0.4	-8.1	1151	i	-0.76	1225	2.1	0.6	2.5	5.4%	10.5%
CCc1ccc(CNCCc2ccc(F)cc2)cc1	-0.419	-0.278	-0.136	0.157	48.9%	i	0.2	0.3	552	i	-0.06	1206	3.4	4.0	7.5	-22.2%	-24.5%
O=c1[nH]c(=O)n(CCc2ccccc2)c(O)c1/C=N/N1CCOCC1	1.48	-0.237	1.16	-0.643	-7.4%	x	x	0.0	1282	i	-0.31	1083	x	x	x	8.4%	0.1%
NC(=O)c1ccc(N=Nc2c(O)[nH]c(=O)[nH]c2=O)cc1	1.69	4.48	2.11	0.299	-12.6%	i	-10.1	-0.6	1119	i	-0.03	1403	2.6	3.1	12.6	10.6%	3.9%
CCOC(=O)C1(c2ccccc2)CCN(CC(=O)Nc2ccc(C)cc2)CC1	0.304	-0.314	0.626	-0.613	-24.6%	i	1.4	0.4	1031	i	-0.13	1508	3.6	3.9	6.2	-2.2%	12.2%
CCC1CCCCN1P(=O)(c1ccc(C)o1)C(C)(C)C (centres undefined)	0.0591	-0.288	0.524	-0.697	2.9%	i	0.6	x	x	i	x	x	7.4	2.1	9.7	-10.7%	1.5%
Cc1ccc(-c2nc3ccccc3c(=O)n2-c2ccncc2)cc1	0.0117	-0.213	0.278	-0.676	-34.6%	i	-1.7	-1.1	1114	i	0.11	1501	3.5	3.5	7.9	7.2%	13.7%
CCOC(=O)c1ccc(N=Cc2c(O)n(-c3ccc(OC)cc3)c(=S)[nH]c2=O)cc1	-0.479	-0.207	-0.277	-0.164	24.4%	i	-14.2	2.9	892	i	x	x	1.2	1.2	1.6	11.1%	6.3%
NCCc1c[nH]c2ccccc12	-0.772	-0.259	0.285	0.284	-34.4%	i	22.4	1.0	528	i	0.53	1355	3.4	1.8	5.5	13.1%	-4.9%
CSc1nc(N2CCN(C)CC2)c2ccccc2n1	1.29	-0.152	0.59	-1.4	-28.2%	i	5.2	-3.9	1032	i	-0.23	1304	4.8	1.5	1.6	4.1%	20.3%
O=c1[nH]c(=O)n(-c2cccc3ccccc23)c(O)c1/C=N/N1CCCCC1	-0.263	-0.165	0.307	0.317	-3.0%	x	x	-1.3	1271	i	-0.88	1009	x	x	x	-0.3%	11.7%
CSc1ccc(CN2CCN(Cc3ccccc3Cl)CC2)cc1	-0.676	-0.0761	-0.289	1.09	-3.9%	i	1.7	1.6	943	i	x	x	3.5	3.3	5.1	-3.9%	19.5%
O=C(Cc1ccccc1)N1CCN(Cc2ccccn2)CC1	-0.315	-0.25	-0.0745	0.817	-42.6%	i	14.8	0.3	1139	x	x	x	4.0	1.6	2.9	8.6%	1.5%
CCN(CC)CCCOC(=O)C(OC(C)C)(c1ccccc1)c1ccccc1	-0.12	-0.186	0.331	-0.69	-35.3%	i	-5.7	10.9	388	i	x	x	3.4	1.5	3.7	-3.8%	-23.4%
Cc1cc(OCC(=O)OC(C)(C)C)c2c3c(c(=O)oc2c1)CCC3	x	x	x	x	-11.0%	x	x	-2.0	1151	i	x	x	x	x	x	x	-14.6%
COC(=O)C(O)(c1cn(C)c2ccccc12)C(F)(F)F (centres undefined)	-0.675	-0.24	0.0228	0.323	-16.7%	i	13.7	-2.6	821	i	1.22	1622	3.1	2.3	8.3	-1.2%	-10.2%
Cc1nc2cc(-c3cccc(F)c3)nn2c(C)c1CCC(=O)N1CCC2(CC1)OCCO2	-0.375	-0.0273	-0.251	-0.103	-29.2%	i	1.1	-2.5	937	i	-0.87	1009	2.3	1.5	17.3	-4.3%	9.8%
CN1CN(c2cccc([N+](=O)[O-])c2)CN=C1N[N+](=O)[O-]	0.64	-0.278	0.791	-1.08	-28.1%	i	0.6	-2.8	1034	i	0.96	1582	5.2	1.9	8.5	-2.0%	-4.2%
O=C(O)c1sc2cc(Cl)ccc2c1Cl	1	-0.268	0.377	-0.257	-2.0%	x	x	0.5	1285	i	-0.45	1028	x	x	x	-4.2%	21.9%
CN1CCN(c2cccc3c2C(=O)c2ccccc2C3=O)CC1	-0.176	-0.238	-0.105	1.29	24.1%	i	7.5	-1.1	1155	i	x	x	2.6	1.8	1.7	-34.5%	29.8%

Complete entries as entered above. Order of screens: Dynein cargo inh | Dynein cargo inh cytoplasmic EGFP | Dynein cargo inh nuclear GR-EGFP | Dynein cargo inh cell count | NOD1 inhibition | Autophagy mod | Autophagy mod cell loss 18 h | bCat nuc transl | bCat nuc transl cell count 5 µM | Yfh1-depleted yeast | Insulin prom up | Insulin prom up cell count | MT stabilizer | MT stabilizer Hoechst-high % | MT stabilizer cytotoxicity % | M17LAP inhibition | HEK293 NOD2/NF-kB
Record of O=C(O)c1sc2cc(Cl)ccc2c1Cl : 1 | -0.268 | 0.377 | -0.257 | -2.0% | x | x | 0.5 | 1285 | i | -0.45 | 1028 | x | x | x | -4.2% | 21.9%
Record of Cc1cc(OCC(=O)OC(C)(C)C)c2c3c(c(=O)oc2c1)CCC3 : x | x | x | x | -11.0% | x | x | -2.0 | 1151 | i | x | x | x | x | x | x | -14.6%
